Bioassay records (PubChem)
HCV inhibitor – HCV inhibition; Huh7.5.1 HCVcc-Cre infection, luciferase reporter, 44 h; Potency, µM (doses to about 41.8 µM), for the others: top-dose activity change, negative = inhibition, actives largely listed as inhibitors; hit rate 3.4% among 340,000; AID 651820; also: potency is read from the fitted curve at half-maximal effect; % is scaled to controls: 0 for no effect and ±100 for the full control effect
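Infectious HCVcc-Cre (~0.5 moi) was added to cells just after compound, with cells seeded 4 h earlier at 1,000 per well. Luciferase activity after 44 h culture reported infection; substrate was incubated 15 min at room temperature before reading.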
Cycloheximide cs – counter-screen hit for Shiga toxin inhibitors, cycloheximide. AID 2314. max response, %. cell reporter, cycloheximide protein synthesis inhibition counterscreen. hit rate 12% among 300,000; in the data active = max response mostly above about 13%, no sharp cut-off; inactive = mostly below about 14%; also: read at 38.3 µM for the half of the compounds with a filed dose; 0% is about no effect
Tb PYK inh – blocks Trypanosoma brucei pyruvate kinase. TbPYK enzyme, Kinase-Glo Plus ATP luminescence, 45 min. Potency, µM (highest dose often 76.8 µM), for the others: top-dose activity, negative = inhibition, usual class: inhibitors. hit rate 0.12% among 410,000. AID 624173; also: potency is read from the fitted curve at half-maximal effect; % is scaled to controls: 0 for no effect and ±100 for the full control effect; nearly all actives have a fitted effect of over 50% in size
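Assay buffer: 50 mM TEA pH 7.2, 100 mM KCl, 10 mM MgCl2, 0.05% BSA, 0.01% Tween-20. Pyruvate kinase from T. brucei plus substrate met compound, then ADP (130 uM final). Luminescence was read post 45 min RT.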
Pf growth 96h – P. falciparum growth inhibition at 96 hours; P. falciparum luciferase reporter growth, 96 h; Potency, µM (doses to about 28.7 µM), for inactives: at the top dose activity change, negative = inhibition, most hits filed as inhibitors; hit rate 6.9% among 320,000; also: potency is read from the fitted curve at half-maximal effect; % is scaled to controls: 0 for no effect and ±100 for the full control effect
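Plates of compound plus infected erythrocytes (2% hematocrit, 0.05% parasitemia final) incubate 96 hours, 37 C, 5% CO2. Detection reagent added; reduced luminescence from the parasites' luciferase reporter flags inhibition.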
Pf growth 48h – inhibits P. falciparum growth in the first generation, 48 h | P. falciparum luciferase growth in erythrocytes, 48 h | Potency, µM (top dose mostly 28.7 µM), without a hit: at the top dose activity change, negative = inhibition, actives largely listed as inhibitors | hit rate 5.9% among 310,000 | AID 504832; also: potency is read from the fitted curve at half-maximal effect; % is scaled to controls: 0 for no effect and ±100 for the full control effect
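Growth was read as firefly luciferase luminescence after a 48 h, 37 C, 5% CO2 exposure of compounds to reporter-bearing P. falciparum cultures (0.1% parasitemia, 2% hematocrit final) in Albumax-supplemented RPMI 1640.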
Shiga toxin inh – blocks Shiga toxin action in Vero cells | inhibition, % at 38.7 µM | hit rate 9.2% among 290,000 | Vero cells, Shiga toxin protein synthesis inhibition reporter | AID 2315; in the data active = inhibition mostly above about 28%, no sharp cut-off; inactive = mostly below about 43%; also: 0% is about no effect
LmPK inh – inhibitors of Leishmania mexicana pyruvate kinase; Q27686; purified LmPK, Kinase-Glo ATP luminescence, 1 h; Potency, µM (doses to about 57.5 µM), for the others: top-dose activity change, negative = inhibition, actives largely listed as inhibitors; hit rate 0.37% among 290,000; also: potency is read from the fitted curve at half-maximal effect; % is scaled to controls: 0 for no effect and ±100 for the full control effect
Target sequence (Q27686 whole entry, looked up): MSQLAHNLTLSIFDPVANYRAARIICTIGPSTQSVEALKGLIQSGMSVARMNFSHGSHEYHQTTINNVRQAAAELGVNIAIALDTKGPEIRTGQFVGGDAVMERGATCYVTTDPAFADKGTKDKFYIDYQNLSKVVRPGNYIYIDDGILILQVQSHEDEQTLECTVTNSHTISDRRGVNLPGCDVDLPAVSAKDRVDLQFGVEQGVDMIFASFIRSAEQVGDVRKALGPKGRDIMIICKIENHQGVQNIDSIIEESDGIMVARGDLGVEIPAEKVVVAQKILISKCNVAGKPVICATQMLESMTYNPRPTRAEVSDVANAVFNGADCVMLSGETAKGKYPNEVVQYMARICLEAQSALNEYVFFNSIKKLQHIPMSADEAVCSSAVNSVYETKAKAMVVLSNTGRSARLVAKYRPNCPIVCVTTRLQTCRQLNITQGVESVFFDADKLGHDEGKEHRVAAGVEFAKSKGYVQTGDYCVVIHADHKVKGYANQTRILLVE
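Pyruvate kinase activity monitored as ATP production (luciferase luminescence). Conditions: 0.1 nM enzyme, 0.5 mM PEP, 0.1 mM ADP, 1 h, RT; normalized against uninhibited and no-enzyme wells.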
An asterisk follows results filed as active; i = inactive; ? = inconclusive; nt = no result given; & = joins results of further samples; [ ] = remark or other dose. Unless noted, calls follow the shape of the dose curve; as a rule, active = well fitted curve in the direction sought with a large enough effect; inconclusive = small, poorly fitted or top-dose-only effect, or another doubt; inactive = no such curve, though single readings can be large; an effect the other way counts as inactive or inconclusive.

compound,HCV inhibitor,Cycloheximide cs,Tb PYK inh,Pf growth 96h,Pf growth 48h,Shiga toxin inh,LmPK inh
CCc1nnc(NC(=O)CSc2nnc(-c3ccccc3NC(=O)c3ccccc3)o2)s1,11µM*,-2,0%,?,6%,-9,0%
O=C(CN1CCN(S(=O)(=O)c2ccccc2F)CC1)Nc1ccnn1C1CCCC1,-9%,nt,1%,?,?,nt,nt
O=C(N/N=C/c1ccc(Cl)cc1Cl)c1cccc(N2CCCC2=O)c1,?,16*,-1%,-27%,?,44,2%
C=CCNC(=S)N1CCC(C(=O)c2ccc3c(c2)OCCO3)CC1,-8%,17,-13%,?,14%,19,-1%
COc1ccc([N+](=O)[O-])cc1N(CC(=O)NCc1ccco1)S(C)(=O)=O,3%,-4,-3%,?,13%,-11,-3%
COc1ccc(C2=NN(CN3C(=O)C(=O)c4ccccc43)C(c3ccc(C)cc3)C2)cc1 (stereo unspecified),-23%,25*,-11%,?,nt,78*,8%
Cc1cccc(C)c1NC(=O)CNC(=O)c1ccc2c(c1)OCCO2,30%,nt,-4%,?,-9%,nt,nt
CC(C)(C)c1ccc(C(=O)OCC(=O)NCc2ccco2)cc1,-17%,nt,3%,?,2%,nt,nt
Nc1nc(Nc2ccccc2)nc(C(F)(F)F)n1,15%,30*,-1%,7.4µM*,40%[activator],47,-3%
O=C(CCc1ccccc1)OCCN1CCOCC1,21%,5,-3%,10µM*,67%[activator],26,1%
COc1ccc(CN(C)Cc2c(O)ccc3ccccc23)cc1,2%,9,2%,26%,?,3,9%
O=C(CNC(=O)c1ccccc1)OCc1cccc([N+](=O)[O-])c1,-9%,-2,-5%,0%,8%,-9,1%
Cc1ccc(S(=O)(=O)CC(=O)Nc2ccc(Cl)cn2)cc1,-9%,-5,2%,71%[activator],0%,2,-13%
O=C1CCC/C(=N/NC(=O)c2ccc(NS(=O)(=O)c3cccs3)cc2)C1,14%,20,-2%,0%,-3%,23,-2%
CCOc1ccc(C(=O)/C=C/c2cn(CN3CCN(C)CC3)c3ccccc23)cc1,?,31*,-1%,?,0%,61*,1%

compound,HCV inhibitor,Cycloheximide cs,Tb PYK inh,Pf growth 96h,Pf growth 48h,Shiga toxin inh,LmPK inh
O=C(Nc1ccc(N2CCN(C(=O)c3cccs3)CC2)cc1)c1ccc(Br)o1,?,nt,1%,?,12µM*,nt,nt
CC(C)(C)NC(=O)NC(=O)CN1CCN(S(=O)(=O)c2ccccc2)CC1,7%,-2,-8%,-2%,15%,-4,1%
CCOc1cc(NC(=O)c2ccccn2)c(OCC)cc1NC(=O)CC(C)C,?,-2,5%,3.7µM*,13µM*,-3,0%
C[C@@H](NC(=O)c1nc[nH]c1C(=O)NCC(=O)OCc1ccccc1)c1ccccc1,16%,-1,-2%,120%[activator],36%[activator],-10,2%
Cc1ccc(CCNc2ccccc2C)cn1,7%,1,-6%,11%,4%,-11,-5%
COC(=O)c1ccc(NC(=O)CSC2=Nc3ccccc3C3CC=NN23)cc1 (stereo unspecified),?,-3,-13%,1%,nt,-17,9%
O=C(O)CCC(=O)Nc1sc2c(c1C(=O)Nc1ccccc1)CCCCC2,-11%,10,?,2.3µM*,10%,40*,1%
O=C(COC(=O)CC1CCCC1)Nc1ccc(Cl)cn1,32%[activator],nt,4%,-12%,-23%,nt,nt
O=C(CCNC(=O)c1ccccc1)Nc1nc2ccccc2s1,?,nt,-6%,80%[activator],109%[activator],nt,nt
C[C@H]1O[C@@H](n2cc(F)c(=O)[nH]c2=O)[C@H](O)[C@@H]1O,6%&-4%,nt,4%&-1%,0%&-3%,-6%&-8%,nt,nt
CCOC(=O)c1[nH]c(C(=O)O)c(OC(=O)CC)c1C,2%,-5,-10%,46%[activator],?,-5,-8%
Cc1ccc(NC(=O)CN(C)C(=O)COC(=O)C2=COCCO2)cc1,-25%,nt,4%,17%,?,nt,nt
CCOC(=O)CSc1nc(N)cc(=O)[nH]1,13%,-5,11%,?,0%,-4,4%
CCCn1c(SCC(=O)NCc2ccco2)nnc1-c1ccncc1,4%,-1,2%,13%,29%,20,5%
COc1ccc(CCNC(=O)CSc2nnnn2Cc2ccc3c(c2)OCO3)cc1OC,-15%,-2,-4%,62%[activator],?,-10,0%

compound,HCV inhibitor,Cycloheximide cs,Tb PYK inh,Pf growth 96h,Pf growth 48h,Shiga toxin inh,LmPK inh
C=Cc1ccc(C2=CC(=O)C[C@H](c3ccc(OC)cc3)C2)cc1,17%,nt,1%,3%,-17%,nt,nt
Cc1ccc(C(=O)NNc2cc(=O)n(C)c(=O)n2C)cc1C,7%,-3,5%,?,28%,-15,0%
O=S1(=O)CCO[C@H]2Cc3ccccc3[C@H]2N1Cc1ccc(Cl)cc1,?,-2,-4%,13%,-27%,5,-1%
CC(NCc1ccncc1)C12CC3CC(CC(C3)C1)C2 (stereo unspecified),8%,11,7%,-22%,?,29,1%
COC(CNC(=O)c1ccc2c(=O)n(Cc3ccc4c(c3)OCO4)c(=S)[nH]c2c1)OC,16%,-2,-4%,?,16%,-5,-4%
CC1(C)CC2CC(C)(CN2c2ncnc3ccc(Br)cc23)C1 (stereo unspecified),10µM*,0,0%,17µM*,?,-9,3%
Cc1onc(-c2ccccc2)c1C(=O)Nc1cccc(S(=O)(=O)NC2=NCCC2)c1,-21%,nt,-4%,7%,?,nt,nt
O=C(c1cccc(S(=O)(=O)Nc2ccc(Br)cc2)c1)N1CCCC1,16%,nt,-3%,-7%,?,nt,nt
O=C(COC(=O)c1cccnc1Cl)c1ccc(F)cc1,13%,22*,-5%,21%,10%,97*,?
CSc1ccccc1OCc1cc(C(=O)NCc2csc(C(C)C)n2)no1,-12%,17*,2%,55%[activator],?,15,-3%
Cc1ccccc1C(O)c1ccccn1 (stereo unspecified),nt,-5,-7%,?,-11%,-12,0%
CCOC(=O)C1Oc2ccccc2C(c2ccc(F)cc2)=C1C(=O)OC (stereo unspecified),5%,5,-4%,nt,nt,i,nt
CSCCC(NC(=O)COc1ccccc1)C(=O)OC(C)C(=O)Nc1ccccc1C (stereo unspecified),-5%,nt,-1%,28%,10%,nt,nt
CCOc1ccc(S(=O)(=O)NCC2CCCO2)cc1 (stereo unspecified),-4%,-2,-1%,-13%,nt,-4,2%
Cc1ccc(-c2nc3ncccc3o2)cc1NC(=O)Cc1ccc(Cl)cc1,10%,1,-2%,-16%,3%,8,-3%

compound,HCV inhibitor,Cycloheximide cs,Tb PYK inh,Pf growth 96h,Pf growth 48h,Shiga toxin inh,LmPK inh
CCC(C)NC(=O)CC(NS(=O)(=O)c1ccc(C)cc1)c1ccc(OC)cc1 (stereo unspecified),18%,-4,-4%,nt,-11%,-9,3%
CC1(C)CC(=O)C2=C(C1)N(Cc1ccco1)C(=O)C2(O)C(F)(F)F (stereo unspecified),0%,-3,-9%,42%,33%[activator],-5,-1%
COC(=O)CC/C(C)=N\Nc1ccc([N+](=O)[O-])cc1[N+](=O)[O-],-16%,-4,2%,0%,17%,-23,-4%
Cc1nc2c(oc3ccc(Cl)cc32)c(=O)[nH]1,-4%,0,4%,1%,7%,-4,-1%
Cc1ccc(NC(=O)CCS(=O)(=O)c2ccc(Br)cc2)nc1,8%,-4,?,?,10%,6,-6%
C=CCNc1nnc(SC2CC(=O)N(c3ccc(OC)cc3)C2=O)s1 (stereo unspecified),nt,-6,-17%,?,nt,-6,14%
O=c1ccn(Cc2ccccc2)cc1,34%[activator],-4,1%,64%[activator],44%[activator],-6,-1%
Cc1ccc(-c2cc3cccc[n+]3cc2-c2ccc(C)cc2)cc1,?,1,-1%,?,0.41µM*,17,3%
Cc1c(Cl)cccc1NC(=S)NCc1cccn1C,-23%,52*,-26%,-8%,8%,-9,-2%
O=C(c1cc(F)ccc1F)C1CCCN(C(=O)c2ccco2)C1 (stereo unspecified),10%,-3,0%,?,19%,-4,-3%
Cc1nn(Cc2ccc([N+](=O)[O-])cc2)c(=O)n1-c1c(F)cccc1F,0%,-2,-1%,0%,-15%,-2,-2%
Cc1ncc(CO)c(C=O)c1O,nt,-5&6,-4%,-15%,-2%,-9&4,nt
Nc1cc(N)nc(SCC(=O)Nc2ccccc2)n1,25%,-3,1%,?,10%,12,3%
O=C(NCC1CCCN(Cc2ccccc2F)C1)c1cccc(C(F)(F)F)c1 (stereo unspecified),11µM*,-2,-3%,12µM*,-5%,9,-4%
CCN(CC)CCCOC(=O)C1(c2ccccc2)CCCC1,?,-2,-10%,nt,-26%,12,6%

compound,HCV inhibitor,Cycloheximide cs,Tb PYK inh,Pf growth 96h,Pf growth 48h,Shiga toxin inh,LmPK inh
COc1ccc(-c2csc(NC(=O)c3cccc(N4C(=O)CCC4=O)c3)n2)cc1OC,?,nt,1%,-30%,?,nt,nt
O=C(NC1CC2CCCC(C1)N2C(=O)NC1CCCCC1)c1ccccc1 (stereo unspecified),-4%,3,-4%,2%,4%,28,-4%
Cn1nnc(NC(=S)NC(=O)c2cccc3c(Br)cccc23)n1,16%,1,1%,4%,-4%,-8,0%
O=C(Cn1ncc2c(=O)oc3ccccc3c21)NCc1cccnc1,3%,3,-3%,?,26%,-15,9%
C=CCn1cc(CN2CCC(C(=O)Nc3cccc(-c4cccc(F)c4)c3)CC2)c(C)n1,?,-2,-7%,?,15µM*,-2,-6%
O=C(NCC1CCCO1)c1ccc2c(c1)OCO2 (stereo unspecified),15%,10,-3%,5%,25%,27,3%
Cc1nn(Cc2ccc(C(=O)O)o2)c(C)c1[N+](=O)[O-],-1%,8,4%,5%,24%,-9,-4%
CCC1CCCCN1C(=O)Cn1c(C(=O)OC)cc2ccsc21 (stereo unspecified),-24%,-1,-3%,nt,-14%,-20,2%
CCc1ccc(-c2nn(Cc3ccccc3)cc2/C=C/C(=O)O)cc1,10%,-3,-2%,nt,9%,1,-1%
COc1ccc(CNC(=O)[C@H](C)NC(=O)C2CC(=O)N(c3ccc(OC)cc3)C2)cc1 (stereo partly specified),-3%,-1,-3%,13%,12%,-4,2%
CCCOc1ccc(-c2cnc(SCC(N)=O)nc2N)cc1,0%,14,0%,nt,1%,22,-2%
Clc1ccc2c(NCc3cccs3)ncnc2c1,?,2,-3%,23%,nt,-7,1%
CS(=O)(=O)Nc1ccc(C(=O)NC2CCCC2)cc1,20%,9,5%,nt,13%,-14,-1%
O=C1CC(c2ccccc2F)C2=C(COC2=O)N1 (stereo unspecified),0%,0,-7%,55%[activator],?,-2,3%
Cc1ccc(-c2cc(-c3ccccc3O)nc(N/N=C/c3cccnc3)n2)cc1,0.56µM*,12,0%,0.029µM*,?,12,2%
COc1ccccc1/C=C1\SC(=S)N(N2C(=O)CCCC2=O)C1=O,18%,-3,-1%,-54%[1.15 µM],3%,5,0%
Cc1cccc(C(=O)NC2CCN(C(=O)Nc3ccc(F)cc3)CC2)c1,24%,-2,-9%,-15%,-10%,-2,-4%

Some entries already given with just Cycloheximide cs.
SMILES	Cycloheximide cs
O=S1(=O)CCO[C@H]2Cc3ccccc3[C@H]2N1Cc1ccc(Cl)cc1	-2
CC(NCc1ccncc1)C12CC3CC(CC(C3)C1)C2 (stereo unspecified)	11
